# Assay outcomes (PubChem)
# NF-kB neuron act: raises NF-kB expression in human neuronal cells; NF-kB reporter expression; stronger effect = higher value; fold change at 12.5 µM; 190,000 compounds, 1.6% hits; in the data active = fold change above about 3.3
# G6PDH counter: counter-screen for G6PDH assay hits: L. mesenteroides G6PDH inhibition. 200,000 compounds, 0.12% hits. inhibition, % at 5 µM. Purified L. mesenteroides G6PDH, diaphorase/resazurin coupled fluorescence, 45 min; in the data active = inhibition above about 50%
# Diaphorase inh: diaphorase inhibition or chemical oxidation counter-screen. 190,000 compounds, 0.69% hits. inhibition, % at 20 µM. diaphorase resazurin-to-resorufin fluorescence, NADH, 16 min; bacterial (C. kluyveri) enzyme, not human. AID 1217;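 active = primary screen inhibition at 20 µM above a set limit, cut at about 50% in these data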;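 also: plate controls were DMSO with full reaction for no effect and wells lacking NADH for full effect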
#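 Test system: diaphorase enzyme from Clostridium kluyveri; amount: diaphorase at 0.14 U/mL in enzyme working solution; detection: fluorescence of resorufin formed from resazurin, Ex 544/Em 590 nm; times: reaction incubation of 16 min at room temperature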
# TLR4 MyD88 comp: TLR4-MyD88 interaction inhibition in cells | O00206+Q99836 | HeLa CL3-4 TLR4/MyD88 BLA complementation, FRET ratio | inhibition, % at 8.4 µM | 200,000 compounds, 0.18% hits | AID 861; in the data active = inhibition above about 25%;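 also: 0% = vehicle and 100% = reference inhibitor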
# Target sequence (O00206 whole entry, looked up): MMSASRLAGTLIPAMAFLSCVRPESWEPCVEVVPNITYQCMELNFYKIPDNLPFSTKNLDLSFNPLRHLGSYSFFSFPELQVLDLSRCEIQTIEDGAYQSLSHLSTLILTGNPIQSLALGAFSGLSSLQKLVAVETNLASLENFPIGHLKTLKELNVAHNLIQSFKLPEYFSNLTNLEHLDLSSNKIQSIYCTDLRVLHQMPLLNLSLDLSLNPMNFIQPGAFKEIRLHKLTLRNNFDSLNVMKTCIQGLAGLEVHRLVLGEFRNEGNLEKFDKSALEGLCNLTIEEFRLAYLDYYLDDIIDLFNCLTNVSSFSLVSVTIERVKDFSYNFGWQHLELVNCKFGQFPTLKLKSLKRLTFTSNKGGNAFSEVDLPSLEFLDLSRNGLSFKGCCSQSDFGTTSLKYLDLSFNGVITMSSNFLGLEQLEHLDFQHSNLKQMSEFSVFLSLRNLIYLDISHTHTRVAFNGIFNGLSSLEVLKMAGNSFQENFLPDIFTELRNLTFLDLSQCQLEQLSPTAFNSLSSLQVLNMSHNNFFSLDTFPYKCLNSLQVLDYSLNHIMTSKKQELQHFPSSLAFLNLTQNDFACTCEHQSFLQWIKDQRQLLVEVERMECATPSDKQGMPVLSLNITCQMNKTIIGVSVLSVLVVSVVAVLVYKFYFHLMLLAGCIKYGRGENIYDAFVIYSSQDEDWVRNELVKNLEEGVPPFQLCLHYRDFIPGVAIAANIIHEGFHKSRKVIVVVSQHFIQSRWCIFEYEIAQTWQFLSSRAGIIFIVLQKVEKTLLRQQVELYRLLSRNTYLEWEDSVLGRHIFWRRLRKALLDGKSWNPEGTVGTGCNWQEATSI
# Target sequence (Q99836 whole entry, looked up): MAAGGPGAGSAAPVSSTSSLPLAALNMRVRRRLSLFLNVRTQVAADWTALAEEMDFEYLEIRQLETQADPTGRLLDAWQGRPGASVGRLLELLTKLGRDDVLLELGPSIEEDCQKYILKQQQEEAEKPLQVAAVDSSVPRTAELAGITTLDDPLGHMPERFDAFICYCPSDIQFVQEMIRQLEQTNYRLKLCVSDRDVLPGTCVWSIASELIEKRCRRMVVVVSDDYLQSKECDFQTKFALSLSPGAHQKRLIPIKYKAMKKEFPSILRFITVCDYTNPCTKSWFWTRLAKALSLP
# Diaph act CS: activates diaphorase or chemically reduces, flagging diaphorase assay artifacts | activation factor at 20 µM | Diaphorase/resazurin coupled assay, resorufin fluorescence, 16 min; stronger effect = higher value; 1 = vehicle wells, 0 = NADH-free wells | 190,000 compounds, 0.005% hits | AID 1229;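 active = diaphorase activity raised at least twofold by the compound at 20 µM; inactive = activation factor below 2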
#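 Test system: Clostridium kluyveri diaphorase, purified enzyme. Buffer or medium: 50 mM HEPES pH 7.4 buffer plus MgCl2 and Tween 20. Also added: 0.114 mM NADH and 0.1 mM resazurin, final amounts. Dosing: compound 20 µM once, DMSO 1%. Schedule: 16 min enzyme reaction, ambient temperature. Detection: fluorescence of resorufin, 544 nm excitation, 590 nm emission.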
# APP 5'UTR act: activates APP 5'UTR luciferase reporter; SH-SY5Y APP 5'UTR luciferase reporter, luminescence; zero percent = DMSO vehicle wells; AID 1276; activation, % at 2 µM; 190,000 compounds, 1% hits;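 active = activation above a set limit, based on mean plus 3 SD of controls, cut at about 140% in these data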; also: values of inactives mirror those of a sister screen read the other way
# STAT1 activator: STAT1 signaling activation. NIH 3T3 STAT1-luciferase reporter, IFN-gamma, luminescence; 100% = IFN-gamma alone, no compound. activation (% of control), % at 5.5 µM. 200,000 compounds, 2.6% hits. AID 932;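 active = activation above the screen-wide mean activation plus 3 SD, cut at about 130% in these data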;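 also: raw ratio to IFN-gamma control signal so 100% means no change and 0% no light; values of inactives mirror those of a sister screen read the other way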
# FLuc act counter: firefly luciferase counter-screen for stimulation assays; ATPlite luciferase biochemical, luminescence, 10 min; 0 = ATP-free wells, 1 = DMSO control; 200,000 tested, under 10 active; AID 1027; activation factor at 10 µM;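 active = luciferase activation factor, scaled between plate controls, of at least 2 with compound at 10 µM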
#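 System: cell-free luciferase reagent; medium: PBS as buffer for the ATP substrate; doses: test compounds dosed from 2 mM stocks in 100% DMSO; incubation: 10 min, room temperature; measured by: luminescence from luciferase reaction; read-out: luciferase activation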
# FLuc inhib CS: inhibits firefly luciferase, flagging false hits in luciferase inhibition screens; inhibition, % at 10 µM; ATPLite firefly luciferase biochemical luminescence, 10 min; P08659; 200,000 compounds, 1.5% hits;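 active = inhibition above about 50% when tested at 10 µM, limit read from the data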
# APP transl inh: APP translation inhibition. 190,000 compounds, 0.82% hits. AID 1285. inhibition, % at 2 µM. SH-SY5Y APP 5'UTR-luciferase reporter, luminescence;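 active = inhibition above a set limit, derived from the sample mean plus 3 SD, cut at about 45% in these data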; also: values of inactives mirror those of a sister screen read the other way
# * hit, by the source's call; . = not tested or not shown.
SMILES,NF-kB neuron act,G6PDH counter,Diaphorase inh,TLR4 MyD88 comp,Diaph act CS,APP 5'UTR act,STAT1 activator,FLuc act counter,FLuc inhib CS,APP transl inh
COC(CNC(=O)CNC(=S)N(Cc1ccccc1)Cc1cccs1)OC,1.3,-4.0,-1.5,-0.9,1,9.1,98.8,1,-4.7,-9.1
N/C(=N/OC(=O)c1ccccc1F)c1nonc1N,1.44,20.5,5.8,-3.3,0.9,8.4,118.7,0.7,29.1,-8.4
CCOc1cc(/C=C2/SC(=Nc3ccccc3)N(Cc3cccnc3)C2=O)ccc1OCC#N,0.95,2.2,17.4,-0.8,0.8,-4.6,101.1,1.1,-7.5,4.6
COc1cccc(CN(C(=O)Cc2c[nH]c3ccccc23)C(C(=O)NC2CCCCC2)c2cccs2)c1 (stereo unspecified),0.41,14.4,15.1,6.9,0.8,-1.3,97.8,1,1.8,1.3
Cc1cc(C)n(Cc2ccc(C(=O)O)o2)n1,1.11,0.9,8.5,8.7,0.9,-5.8,100.0,1,-4.4,5.8
COc1ccc(-c2cc(C(F)F)n3ncc(C(=O)NCCCN4CCCC4=O)c3n2)cc1,0.72,-40.4,14.4,8.9,0.9,-2.7,108.1,1,-4.6,2.7
CCCCOc1ccc(S(=O)(=O)NNC(=O)c2cc3ccccc3o2)cc1,1.32,19.1,15.7,-15.1,0.8,12.0,104.1,1,-2.9,-12.0
CCOc1ccc(C(OC(=O)c2ccco2)C(=O)NCc2ccc(C)cc2)cc1 (stereo unspecified),1.28,1.2,23.1,-12.6,0.8,-10.1,100.9,1.1,-6.5,10.1
Cc1ccc(CCNS(=O)(=O)c2cnc[nH]2)cc1,1.04,5.6,9.7,13.5,0.9,13.3,91.2,1,0.5,-13.3
CC(C)COc1ccc(C(=O)OCCN2CCOCC2)c(O)c1,1.1,0.3,10.3,6.6,0.9,-10.8,106.9,1.1,-6.8,10.8
CC(NC(=O)COC(=O)[C@@H]1CCCN1S(=O)(=O)c1ccccc1F)C12CC3CC(CC(C3)C1)C2 (stereo partly specified),0.92,-10.6,11.0,5.1,0.9,9.0,105.9,1,-4.5,-9.0
CC1CN(Cc2cc(=O)n3ccsc3n2)CC(C)O1 (stereo unspecified),1.17,2.7,-11.4,3.2,1.1,3.8,95.0,1.1,-6.1,-3.8
CCCCCCN(C(=O)CCCCCN1C(=O)NC(c2ccc(-c3ccccc3)cc2)C(C(=O)OCc2ccccc2)=C1C)C(C(=O)NCCCC)c1ccc(O)cc1 (stereo unspecified),1.11,13.5,9.2,-6.6,0.9,-4.7,99.9,1,0.6,4.7
O=C(CCCC(=O)OCC1CCCO1)OCC1CCCO1 (stereo unspecified),0.97,3.0,6.8,9.2,0.9,-0.7,99.9,1.1,-8.2,0.7
CN1OC(c2ccccc2)=C(CO)C1c1ccccc1 (stereo unspecified),1.19,2.4,3.0,-13.9,1,-22.4,95.6,1,-3.2,22.4
CCNC(=S)Nc1nc2c(cc1C(=O)OCC)CCCC2,1.16,15.0,-3.1,15.4,1,16.1,105.8,1,1.5,-16.1
COc1ccc(C(=O)C2CCCN(C(=O)CCc3scnc3C)C2)c(C)c1 (stereo unspecified),.,13.6,10.5,-5.7,0.9,-4.4,97.4,1,-1.6,4.4
O=C(CC1NCCNC1=O)Nc1ccccc1 (stereo unspecified),1.15,9.0,8.0,5.3,0.9,9.2,97.2,1.1,-5.5,-9.2
Clc1ccc(-c2cc(COc3ccc4ccccc4c3)no2)cc1,1,-2.9,3.8,-9.1,1,10.3,92.0,1,-0.9,-10.3
Cn1ncc(C#N)c1/N=C/N1CCOCC1,1.43,-19.2,22.7,1.5,0.8,1.1,103.2,1,-3.7,-1.1
O=C(NCc1ccccc1Cl)C1CCC(CNc2nc(=S)[nH]c3ccccc23)CC1 (stereo unspecified),1.07,-7.7,-15.3,4.6,1.2,3.7,101.4,1.1,-6.1,-3.7
COc1ccccc1C(C)N(C)Cc1nc(COc2ccccc2)no1 (stereo unspecified),1.01,13.0,24.1,-10.9,0.8,12.3,96.8,1,-2.2,-12.3
O=C(O)CCN1/C(=C/C=Nc2ccccc2)Oc2ccccc21,1.2,7.2,13.8,-4.6,0.9,-0.2,98.7,1.1,-5.9,0.2
Cc1ccc(NC(=S)N(CCN2CCCCC2)Cc2ccco2)cc1,1.08,16.8,8.5,-2.2,0.9,14.1,98.0,1,-0.5,-14.1
Cc1nn(-c2ccccc2)c(C)c1/C=N/n1c(-c2ccncc2)n[nH]c1=S,1.37,0.8,79.5*,4.9,0.2,-7.6,100.9,1,-0.2,7.6

# For convenience, 5 of the compounds above:
SMILES,NF-kB neuron act,G6PDH counter,Diaphorase inh,TLR4 MyD88 comp,Diaph act CS,APP 5'UTR act,STAT1 activator,FLuc act counter,FLuc inhib CS,APP transl inh
COC(CNC(=O)CNC(=S)N(Cc1ccccc1)Cc1cccs1)OC,1.3,-4.0,-1.5,-0.9,1,9.1,98.8,1,-4.7,-9.1
N/C(=N/OC(=O)c1ccccc1F)c1nonc1N,1.44,20.5,5.8,-3.3,0.9,8.4,118.7,0.7,29.1,-8.4
CCOc1cc(/C=C2/SC(=Nc3ccccc3)N(Cc3cccnc3)C2=O)ccc1OCC#N,0.95,2.2,17.4,-0.8,0.8,-4.6,101.1,1.1,-7.5,4.6
COc1cccc(CN(C(=O)Cc2c[nH]c3ccccc23)C(C(=O)NC2CCCCC2)c2cccs2)c1 (stereo unspecified),0.41,14.4,15.1,6.9,0.8,-1.3,97.8,1,1.8,1.3
Cc1cc(C)n(Cc2ccc(C(=O)O)o2)n1,1.11,0.9,8.5,8.7,0.9,-5.8,100.0,1,-4.4,5.8

# Some of these compounds in order of length of the SMILES, smallest number first:
SMILES,NF-kB neuron act,G6PDH counter,Diaphorase inh,TLR4 MyD88 comp,Diaph act CS,APP 5'UTR act,STAT1 activator,FLuc act counter,FLuc inhib CS,APP transl inh
Cn1ncc(C#N)c1/N=C/N1CCOCC1,1.43,-19.2,22.7,1.5,0.8,1.1,103.2,1,-3.7,-1.1
CCNC(=S)Nc1nc2c(cc1C(=O)OCC)CCCC2,1.16,15.0,-3.1,15.4,1,16.1,105.8,1,1.5,-16.1
CCOc1cc(/C=C2/SC(=Nc3ccccc3)N(Cc3cccnc3)C2=O)ccc1OCC#N,0.95,2.2,17.4,-0.8,0.8,-4.6,101.1,1.1,-7.5,4.6

# Following part:
SMILES,NF-kB neuron act,G6PDH counter,Diaphorase inh,TLR4 MyD88 comp,Diaph act CS,APP 5'UTR act,STAT1 activator,FLuc act counter,FLuc inhib CS,APP transl inh
O=C(N/N=C/c1cc2c(cc1Br)OCO2)c1c[nH]c2ccccc12,0.91,-1.5,13.9,-20.7,0.9,93.9,143.4*,0.9,14.2,-93.9
CC1C2=C(CCCC2=O)N(c2cccc3ccccc23)C2=C1C(=O)CCC2,.,.,.,-9.0,.,-5.5,105.8,.,.,5.5
Cc1ccc(-c2cc(C(=O)N/N=C/C(Br)=C/c3ccccc3)n[nH]2)o1,0.89,-5.4,20.5,-16.9,0.8,-19.1,96.2,1,0.0,19.1
COC(=O)CC1C(=O)NCCN1C(=O)CSc1nc2cc(Cl)ccc2o1 (stereo unspecified),0.91,-3.9,2.1,6.3,1,16.0,96.6,1.1,-7.9,-16.0
Cc1cc(=O)[nH]c(SCc2cn3ccccc3n2)n1,1.19,-1.2,5.0,2.0,0.9,-38.8,101.5,0.9,5.0,38.8
C/C=C(/C)C(=O)O[C@@H]1[C@H](OC(=O)C=C(C)C)c2c(ccc3ccc(=O)oc23)OC1(C)C,1.23,13.7,24.1,-6.5,0.8,8.8,96.4,1.1,-6.9,-8.8
Cc1nnn(-c2nonc2N)c1C(=O)N/N=C/c1cccc2ccccc12,0.97,-31.7,9.3,2.7,0.9,3.6,86.0,1.1,-5.5,-3.6
Cc1ccc(S(=O)(=O)Nc2cccnc2)cc1,1.25,9.4,8.5,5.2,0.9,-1.9,107.9,1.1,-9.5,1.9
Cc1cccc(-n2c(SCC(=O)Nc3ncc(Cl)cc3Cl)nc3ccccc32)c1,0.7,-3.6,27.2,1.9,0.7,-16.7,101.0,1,-3.5,16.7
Cc1ccsc1/C=N\NC(=O)CC(=O)NCc1ccccc1,0.88,5.8,14.7,-7.2,0.9,15.6,96.1,1,-4.9,-15.6
CC1CN(C(=O)c2cc([N+](=O)[O-])cc([N+](=O)[O-])c2)CC(C)O1 (stereo unspecified),0.89,16.2,.,1.7,.,-0.5,97.6,1,-1.7,0.5
O=C(CCCN1C(=O)c2ccccc2C1=O)Nc1c(C(=O)C2CC2)oc2ccccc12,1.02,8.2,1.3,-2.2,1,6.9,104.4,1,-4.0,-6.9
CCOc1ccc2nc(NC(=O)c3ccc(OC)c(S(=O)(=O)N4CCOCC4)c3)sc2c1,0.46,3.7,14.5,-3.2,0.9,-0.5,101.2,1,0.0,0.5
Cc1cc(C)n(CC2CC(=O)N(c3ccc(Cl)c(Cl)c3)C2=O)n1 (stereo unspecified),1.08,21.8,3.3,3.4,1,-0.9,97.0,1,-2.9,0.9
NS(=O)(=O)c1ccc(NC(=S)N2CCN(c3cccc(Cl)c3)CC2)cc1,0.86,2.6,13.5,-4.2,0.9,-4.0,89.2,1,-3.7,4.0
CCOC(=O)c1oc2cccc(OC(C)=O)c2c1C,1.21,8.1,0.1,-2.6,1,29.7,102.3,1,0.7,-29.7
Cc1ccc(N2C(=S)NC3c4cc(Cl)ccc4OC2(C)C3C(=O)N(C)C)cc1 (stereo unspecified),0.92,7.3,0.8,-4.5,1,7.6,101.1,1,-2.5,-7.6
Cc1nnc(SCC(=O)Nc2sccc2C#N)n1Cc1ccccc1,1.16,9.0,1.0,1.2,1,18.0,101.5,1,-4.8,-18.0
O=C(NCC1CCCO1)C(c1ccncc1)N(Cc1cccs1)C(=O)Cn1nnc(-c2ccc(F)cc2)n1 (stereo unspecified),0.59,8.0,.,-4.0,.,-48.0,103.8,1,-1.6,48.0*
COc1cc(NC(=S)NNC(=O)CC(C)C)c(OC)cc1Cl,1.02,-0.9,16.5,-0.8,0.8,-13.7,99.3,1.1,-8.4,13.7
CSc1nnc(-c2sc3cc(C(F)(F)F)cnc3c2-c2ccccc2)n1C,1.03,7.7,15.9,0.3,0.8,-32.8,101.5,1.1,-5.8,32.8
O=C(/C=C/c1ccc([N+](=O)[O-])cc1)NCCc1ccc(F)cc1,1.05,4.1,6.4,-4.0,0.9,-5.9,99.7,1.1,-5.3,5.9
CCC1=NN2C(=N)/C(=C\c3cccn3-c3cccc(Cl)c3)C(=O)N=C2S1,1.26,0.5,59.2*,-19.4,0.4,7.8,86.5,1.1,-7.0,-7.8
Cn1c(COc2ccc(Cl)cc2)nnc1SCC(=O)Nc1ccc2c(c1)CCC2,1.06,1.5,-0.7,4.5,1,.,101.7,1.1,-11.0,.
Cc1nc(NC2=NCN(Cc3cccnc3)CN2)nc2c(C)cccc12,.,15.1,6.9,.,0.9,.,.,1,0.1,.
CCc1ccc(NC(=O)CC2C(=O)Nc3c2c(=O)n(C)c(=O)n3C)cc1 (stereo unspecified),1.2,5.0,4.8,2.5,1,12.4,110.3,1.1,-8.0,-12.4
